PAFAH1B2 inh: inhibitors of human PAFAH1B2. inhibition, % at 3.39 µM. recombinant PAFAH1B2, FP-rhodamine activity probe, fluorescence polarization. actives 1.2% (n = 340,000);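 active means inhibition above the mean of all tested compounds plus 3 SD, cut at about 24% in these data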;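 further: 0% = enzyme with DMSO and 100% = wells lacking PAFAH1B2; many of its hits are not listed in these tables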
PME-1 inh: blocks human protein phosphatase methylesterase 1. actives 0.53% (n = 320,000). inhibition, % at 5.9 µM. recombinant PME-1, FP-Rh probe fluorescence polarization;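 active means inhibition above the campaign mean of all compounds plus 3 SD, cut at about 26% in these data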;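 further: competitive labeling of PME-1 active site by serine hydrolase directed probe; 0% = PME-1 with DMSO and 100% = wells lacking PME-1 enzyme; inhibitors block probe labeling so polarization falls and inhibition rises; many of its hits are not listed in these tables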
LYPLA2 counter: LYPLA2 (human) inhibition in PME1 counter-screen. inhibition, % at 5.9 µM. actives 0.38% (n = 320,000). recombinant LYPLA2, FP-Rh probe fluorescence polarization. O95372;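 active means inhibition above the screen-wide mean plus 3 SD, limit set per campaign, cut at about 26% in these data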;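 further: 0% = LYPLA2 with DMSO and 100% = wells lacking LYPLA2 enzyme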
PAD4 inh: blocks human protein arginine deiminase 4; actives 0.41% (n = 330,000); Q9UM07; inhibition, % at 6.36 µM; recombinant PAD4, RCA probe fluorescence polarization;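 active means percent inhibition above a cutoff equal to the mean of all tested compounds plus 3 SD, cut at about 15% in these data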;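 further: 0% = PAD4 with RCA probe and DMSO and 100% = probe without PAD4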
GSTO1 counter: counter-screen for RBBP9 inhibitors: inhibitors of human GSTO1 | inhibition, % at 5.96 µM | actives 1.1% (n = 300,000) | AID 1974 | recombinant GSTO1, activity-based probe fluorescence polarization | P78417;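 active means inhibition above the campaign mean inhibition plus 3 SD, cut at about 35% in these data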;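 further: 0% = GSTO1-1 with DMSO and 100% = wells lacking GSTO1-1 enzyme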
PAFAH1B3 inh: blocks human PAF acetylhydrolase 1B catalytic subunit 3; actives 0.28% (n = 340,000); AID 492972; recombinant PAFAH1B3, FP-rhodamine probe, fluorescence polarization; inhibition, % at 3.39 µM;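 active means inhibition above the screen-wide average of all tested compounds plus 3 SD, cut at about 25% in these data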;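 further: 0% = enzyme with DMSO only and 100% = wells lacking PAFAH1B3 protein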
LYPLA1 counter: counter-screen for PME1 inhibitors: inhibitors of human LYPLA1. O75608. recombinant LYPLA1, FP-Rh probe fluorescence polarization. inhibition, % at 5.9 µM. actives 0.16% (n = 320,000);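 active means inhibition above the mean of all tested compounds plus 3 SD, set per campaign, cut at about 14% in these data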;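 further: inhibitors block serine hydrolase probe labeling of LYPLA1 so polarization falls; 0% = enzyme with DMSO and 100% = wells lacking LYPLA1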
Target sequence (O75608 whole entry, looked up): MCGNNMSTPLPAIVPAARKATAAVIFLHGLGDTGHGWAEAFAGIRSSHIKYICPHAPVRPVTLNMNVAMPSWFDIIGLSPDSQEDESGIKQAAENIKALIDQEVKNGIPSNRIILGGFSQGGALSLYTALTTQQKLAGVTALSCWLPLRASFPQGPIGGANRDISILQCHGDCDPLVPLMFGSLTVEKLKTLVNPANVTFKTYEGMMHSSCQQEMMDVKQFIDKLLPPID
pPAFAH inh: inhibitors of human plasma PAF acetylhydrolase (pPAFAH); recombinant pPAFAH, FP-rhodamine probe fluorescence polarization; inhibition, % at 3.39 µM; actives 1.5% (n = 330,000); AID 463082;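 active means inhibition above the mean inhibition across the screen plus 3 SD, cut at about 25% in these data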;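 further: inhibitors block binding of the rhodamine activity-based probe so polarization drops; 0% = enzyme with DMSO and 100% = wells lacking pPAFAH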
PREPL inhibitor: inhibits the human prolyl oligopeptidase-like enzyme; Q4J6C6; recombinant PREPL, fluorescence polarization activity-based probe; inhibition, % at 5.96 µM; actives 0.68% (n = 320,000); in the data active means inhibition above about 43%;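 further: 0% = enzyme with DMSO and 100% = wells lacking enzyme; many of its hits are not listed in these tables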
Target sequence (Q4J6C6 whole entry, looked up): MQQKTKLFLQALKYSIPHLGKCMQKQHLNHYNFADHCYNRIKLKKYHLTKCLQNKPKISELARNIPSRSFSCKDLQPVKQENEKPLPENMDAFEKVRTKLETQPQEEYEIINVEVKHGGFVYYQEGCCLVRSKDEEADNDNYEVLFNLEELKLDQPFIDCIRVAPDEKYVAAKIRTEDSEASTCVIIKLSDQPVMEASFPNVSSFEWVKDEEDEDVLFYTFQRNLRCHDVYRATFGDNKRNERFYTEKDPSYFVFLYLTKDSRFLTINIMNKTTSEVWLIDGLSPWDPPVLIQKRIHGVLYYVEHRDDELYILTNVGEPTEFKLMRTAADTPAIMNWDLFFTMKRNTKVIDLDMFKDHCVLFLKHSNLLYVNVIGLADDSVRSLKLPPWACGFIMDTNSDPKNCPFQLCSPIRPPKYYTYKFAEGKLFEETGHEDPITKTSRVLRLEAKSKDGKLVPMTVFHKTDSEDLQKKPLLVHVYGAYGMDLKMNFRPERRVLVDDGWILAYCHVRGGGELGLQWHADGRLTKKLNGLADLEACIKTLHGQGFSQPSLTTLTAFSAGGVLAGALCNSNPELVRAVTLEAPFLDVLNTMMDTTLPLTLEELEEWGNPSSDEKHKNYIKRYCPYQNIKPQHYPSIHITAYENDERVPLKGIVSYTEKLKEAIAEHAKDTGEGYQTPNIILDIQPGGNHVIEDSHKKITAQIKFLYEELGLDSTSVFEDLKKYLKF
* = called active by the depositor; / = not tested or not shown; & = joins results of further samples. Not all compounds are listed (hit frequency here may not be typical).

#	structure	PAFAH1B2 inh	PME-1 inh	LYPLA2 counter	PAD4 inh	GSTO1 counter	PAFAH1B3 inh	LYPLA1 counter	pPAFAH inh	PREPL inhibitor
1	CCOC(=O)N1CCC(NC(=O)C2CCN(C(=O)N3CC(C)Oc4ccccc43)CC2)CC1 (configuration not stated)	3	4	-1	-1	-2	-1	2	0	10
2	CC(=O)Nc1cccc2c1C(=O)N(c1cccc(OC(C)=O)c1)C2=O	-2	4	-1	0	5	6	1	1	5
3	CCCc1ccc(OCc2ccc(C(=O)N3CCSCC3)o2)cc1	1	-2	10	-1	0	9	-1	25*	2
4	CCOc1cc(/C=N/NC(=O)c2cccnc2)ccc1O	1	1	8	-1	-6	0	1	5	10
5	COc1ccc(NC(=O)CC2SC(N3CCCCC3)=NC2=O)cc1OC (configuration not stated)	5	4	-3	3	/	11	1	5	8
6	Cc1cc2nccc(-c3ccccn3)n2n1	3	0	3	1	0	5	0	-1	19
7	CCC1c2ccc(C)n2CCN1C(=O)Nc1ccccc1OC (configuration not stated)	3	-8	-8	-3	-7	1	4	-5	12
8	COCCN(CC(=O)Nc1cccc(C)c1C)C(=O)c1oc2c(Cl)cccc2c1C	-1	-1	-6	-4	/	-3	-2	6	-4
9	CC(C)CN(CC(C)C)C(=O)Nc1cccc([N+](=O)[O-])c1	12	-1	0	3	3	16	0	3	-7
10	COc1ccc2[nH]c3c(c2c1)CN(C)CC3	4	7	-3	-3	2	11	3	-2	20
11	CN(C)Cc1ccc(F)cc1Sc1ccc(Cl)cc1Cl	1	0	1	1	-2	-2	-3	0	-4
12	COc1cc(/C=C2\SC(=S)N(CCC(=O)N3CCCCC3)C2=O)cc(OC)c1OC	2	0	-2	0	-2	2	0	0	9
13	COc1ccc(-n2nc(C(=O)NCC(=O)Nc3cc(OC)c(OC)c(OC)c3)c3ccccc3c2=O)cc1	2	-1	3	-4	-3	8	0	2	9
14	CC1(C)NC(=O)N(CCCC(=O)Nc2ccc(C(F)(F)F)cc2)C1=O	5	-11	-4	-12	/	3	-4	-7	1
15	CCCOc1ccc(N)cc1N	8	13	-1	49*	78*	15	-6	26*	29

Marked active in PAD4 inh (from the list above):
No.	canonical_smiles	PAFAH1B2 inh	PME-1 inh	PAD4 inh	PAFAH1B3 inh	pPAFAH inh	PREPL inhibitor
15	CCCOc1ccc(N)cc1N	8	13	49*	15	26*	29

Remaining list, next part
#	structure	PAFAH1B2 inh	PME-1 inh	LYPLA2 counter	PAD4 inh	GSTO1 counter	PAFAH1B3 inh	LYPLA1 counter	pPAFAH inh	PREPL inhibitor
16	CCOC(=O)c1sc(NC(=O)c2cc(-c3cccc(O)c3)on2)c(C(=O)OCC)c1C	4	-12	-6	-6	1	1	-1	-5	2
17	N#CC1(NC(=O)COC(=O)c2ccccc2SCC(=O)N2CCCC2)CCCCC1	-8	10	0	-1	1	-2	-1	9	-2
18	COc1ccc(C(C)=O)cc1CSc1nnc2c(Cl)cc(Cl)cn12	1	1	8	-1	2	-2	-2	0	-2
19	Cc1c(C(=O)NCC2CCCO2)oc2ccc(Br)cc12 (configuration not stated)	8	3	7	-1	3	7	2	7	21
20	Cc1cc(C(=O)Cn2nnc3ccccc3c2=O)c(C)n1-c1c(C)n(C)n(-c2ccccc2)c1=O	5	-2	-6	-2	8	6	2	-3	1
21	CCOC(=O)CSc1nc2cc(C)ccc2cc1C#N	5	9	-1	-4	-9	7	-2	9	-5
22	CC(C)(C)C(=O)Nc1ccc(C(=O)CSc2nnc(C3CC3)n2C2CC2)cc1	-3	4	-1	-4	/	2	1	1	-1
23	O=c1c(CN2CCN(Cc3ccccc3)CC2)coc2ccc(Cl)cc12	3	-5	1	-1	5	6	2	0	3
24	N/C(=N\OC(=O)c1ccccc1F)c1ccc([N+](=O)[O-])cc1	1	2	1	-8	-3	-2	4	6	3
25	CCC(/C=C1\Sc2ccc(OC)cc2N1CCO)=C\c1sc2ccc(OC)cc2[n+]1CCO	-199	-315	-330	-137	-168	-313	-195	-66	-137
26	Cc1ccc(S(=O)(=O)N2CCOC2CNC(=O)C(=O)NCCc2ccccc2)cc1 (configuration not stated)	9	-1	9	0	4	2	-1	6	5
27	COc1ccc(S(=O)(=O)N(C)C[C@H]2Oc3c(NC(=O)CCC(F)(F)F)cccc3C(=O)N([C@H](C)CO)C[C@@H]2C)cc1	3	/	/	6	/	9	/	3	10
28	CS(=O)(=O)Nc1ccc(C(=O)Nc2cccc([N+](=O)[O-])c2)cc1	-3	1	-4	-3	3	0	-2	7	11
29	COC(=O)CSc1nnc(-c2cccnc2)o1	3	2	1	-2	2	3	4	4	11
30	CCn1c(CNC(=O)COC)nc2ccccc21	0	6	2	-2	5	5	2	5	10

Additional compounds.
item	Compound	PAFAH1B2 inh	PME-1 inh	LYPLA2 counter	PAD4 inh	GSTO1 counter	PAFAH1B3 inh	LYPLA1 counter	pPAFAH inh	PREPL inhibitor
31	COc1ccccc1NC(=O)CN1CCC(n2nnc3cc(F)ccc32)CC1	-1	6	-1	-2	8	2	-1	12	28
32	O=C(Nc1ccc(Br)cc1)c1ccc(Br)c(S(=O)(=O)Nc2cccnc2)c1	-4	-7	-1	-15	-5	0	-6	-39	5
33	Cc1cccc(C)c1NC(=O)C(c1cccs1)N(Cc1ccco1)C(=O)Cn1nnc2ccccc21 (configuration not stated)	0	7	-7	-3	-3	9	-4	7	-5
34	NC(=O)c1cc(NC(=O)CCCc2nc3ccccc3s2)cc(C(N)=O)c1	3	-3	4	-4	0	3	0	1	-6
35	O=C(Cc1ccccc1C(=O)O)Nc1cccc2ccccc12	2	3	1	-16	4	11	-1	6	21
36	CC(C)Oc1ccc(C(=O)NC2(C(F)(F)F)N=C3SCCN3C2=O)cc1 (configuration not stated)	3	4	1	-4	1	1	2	-4	-1
37	Cc1cc(C(F)(F)F)nn1CC(=O)Nc1cccnc1	6	-3	1	-1	9	1	-3	3	-2
38	COc1ccc(-n2nnc3c(=O)n(CC(=O)N4CCCc5ccccc54)cnc32)cc1	-7	-6	-12	-3	-10	-8	-4	6	-7
39	CC1CCOC2(O1)C(=O)N(CN1CCN(c3cccc(Cl)c3)CC1)c1ccccc12 (configuration not stated)	1	-3	8	-3	-4	3	3	4	4
40	Cc1ccc(C(=O)C2CCOC(C)(C)C2)cc1 (configuration not stated)	-8	1	-6	-1	7	7	-3	2	7
41	O=C(NCC1(O)CCCCC1)C1CCC(=O)N(Cc2ccccc2F)C1 (configuration not stated)	8	-3	2	-1	-1	4	0	1	2
42	Cc1ccccc1S(=O)(=O)Cc1ccc(C(=O)NCCCOC(C)C)o1	2	-2	-1	-3	-8	6	-4	0	3
43	O=C1CC(c2ccccc2)CC2=C1CN(C1CCCCC1)CN2 (configuration not stated)	6	-8	-6	1	3	3	-2	5	3
44	CCCCOCCCNC(=O)N[C@@H](CCSC)C(=O)OC	1	-2	-2	-5	-6	1	-3	2	2
45	COc1ccc(C(C(=O)NC2CCCCC2)N(C(=O)c2ccco2)c2ccccc2C(C)=O)cc1OC (configuration not stated)	2	1	4	-1	-2	0	0	-4	19
46	O=C(N/N=C/c1ccccn1)C12CC3CC(CC(C3)C1)C2	2	-3	0	-3	0	7	2	3	4
47	O=C1CCCC(=O)N1c1ccc(N2CCN(c3ccccc3)CC2)c([N+](=O)[O-])c1	1	3	6	5	-3	5	1	8	16
48	COc1ccccc1NC(=O)CN1CCN(CC(=O)Nc2ccc(C)c(F)c2)CC1	4	-6	-4	-1	1	3	1	2	7
49	CCn1nc(NC(=O)c2ccncc2)c2cc3ccccc3nc21	2	8	7	-4	0	2	-4	1	11
50	CCOc1ccc(C)cc1S(=O)(=O)NC1CCCCCC1	-3	6	11	-1	4	-10	4	3	11
51	CC(C)CNC(=O)c1cccc(NC(=O)C2CCCO2)c1 (configuration not stated)	2	7	10	-2	11	-1	0	-2	16
52	CCOC(=O)N1CCN(S(=O)(=O)c2ccc(C)cc2)C1c1ccc(OC)cc1 (configuration not stated)	7	-6	-1	0	9	0	0	14	-2
53	CCc1ccc(C2C3=C(CC(C)(C)CC3=O)Nc3c2c(=O)[nH]c2nc(C)nn32)cc1 (configuration not stated)	6	-2	4	-1	-1	0	-2	3	15
54	COCCCNC(=O)CN1C(=O)CSc2ncccc21	-1	-2	-1	-4	2	5	1	6	-4
55	CC(=O)OCC(=O)[C@@]1(O)CC[C@H]2[C@@H]3CCC4=CC(=O)CC[C@]4(C)[C@H]3[C@@H](O)C[C@@]21C	4&5	4&3	-1&3	-3&-3	4&-4	0&0	0&0	1&9	6&-9
56	CSc1ncccc1C(=O)OCC(=O)c1ccccc1Br	3	9	14	-2	6	4	-4	8	7
57	CC(=O)c1ccc(NC(=O)c2ccn[nH]2)cc1	-2	-1	8	3	0	8	-2	2	3
58	c1csc(-c2nnc(COc3ncnc4sccc34)o2)c1	0	2	0	-2	3	5	3	1	-17
59	CC/C(=N\N=C1\SC(C)C(=O)N1Cc1ccco1)c1ccccc1 (configuration not stated)	9	6	6	-1	5	5	-1	8	8
60	CCNC(=O)NC(=O)COC(=O)CCCc1nc2ccccc2s1	-2	-1	0	-2	11	7	2	8	0
61	Cc1cccc(C(=O)N2CCC(c3nc4ccccc4s3)CC2)c1	3	-1	3	6	8	5	-2	-1	10
62	Nc1nc(Nc2ccc(Cl)cc2)c(NC=O)c(=O)[nH]1	/	0	-2	7	5	/	-1	-3	2
63	Nc1cc(N)nc(SCC(=O)NNC(=O)c2ccc(Cl)cc2)n1	4	-11	0	-5	1	1	-1	7	1
64	C/C(=C/c1oc2ccc(O)cc2c1[N+](=O)[O-])N(C)C	4	7	1	-2	51*	0	0	16	16

An excerpt of these results, as labelled records.
(59) CC/C(=N\N=C1\SC(C)C(=O)N1Cc1ccco1)c1ccccc1 (configuration not stated)
  PAFAH1B2 inh: 9	PME-1 inh: 6	LYPLA2 counter: 6	PAD4 inh: -1	GSTO1 counter: 5	PAFAH1B3 inh: 5	LYPLA1 counter: -1	pPAFAH inh: 8	PREPL inhibitor: 8

(58) c1csc(-c2nnc(COc3ncnc4sccc34)o2)c1
  PAFAH1B2 inh: 0	PME-1 inh: 2	LYPLA2 counter: 0	PAD4 inh: -2	GSTO1 counter: 3	PAFAH1B3 inh: 5	LYPLA1 counter: 3	pPAFAH inh: 1	PREPL inhibitor: -17

(56) CSc1ncccc1C(=O)OCC(=O)c1ccccc1Br
  PAFAH1B2 inh: 3	PME-1 inh: 9	LYPLA2 counter: 14	PAD4 inh: -2	GSTO1 counter: 6	PAFAH1B3 inh: 4	LYPLA1 counter: -4	pPAFAH inh: 8	PREPL inhibitor: 7

(63) Nc1cc(N)nc(SCC(=O)NNC(=O)c2ccc(Cl)cc2)n1
  PAFAH1B2 inh: 4	PME-1 inh: -11	LYPLA2 counter: 0	PAD4 inh: -5	GSTO1 counter: 1	PAFAH1B3 inh: 1	LYPLA1 counter: -1	pPAFAH inh: 7	PREPL inhibitor: 1

Screens (PubChem)
